Source: PubChem
PI4K2A inh = qHTS for small molecular inhibitors of PI4K2A | purified PI4K2A, ADP-Glo luminescence, 1 h; hits give low values | activity change, negative = inhibition, % at 76.9 µM | 420,000 compounds, 0.13% hits | AID 1346378, 2018; in the data active = activity change below about -50%; inconclusive = mostly about -30% to -49%;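 note: -100% = wells without enzyme as full effect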
Target sequence (Q9BTU6 whole entry, looked up): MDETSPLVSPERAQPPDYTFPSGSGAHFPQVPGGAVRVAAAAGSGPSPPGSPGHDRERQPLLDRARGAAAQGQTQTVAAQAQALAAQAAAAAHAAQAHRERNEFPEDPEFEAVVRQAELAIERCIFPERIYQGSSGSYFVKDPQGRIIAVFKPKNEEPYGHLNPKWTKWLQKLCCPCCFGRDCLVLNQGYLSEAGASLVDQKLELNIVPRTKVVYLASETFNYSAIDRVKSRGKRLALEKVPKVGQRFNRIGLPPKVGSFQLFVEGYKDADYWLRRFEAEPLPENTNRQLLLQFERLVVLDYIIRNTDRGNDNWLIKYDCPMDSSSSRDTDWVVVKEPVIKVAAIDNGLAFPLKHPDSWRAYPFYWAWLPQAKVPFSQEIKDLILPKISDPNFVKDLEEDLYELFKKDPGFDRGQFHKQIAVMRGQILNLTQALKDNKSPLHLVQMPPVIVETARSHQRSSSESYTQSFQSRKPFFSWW
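In this quantitative HTS, ADP production by PI4K2A was quantified luminescently after 1 h at ambient temperature; 100 microM adenosine served as plate-quality control.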
GLS inh = qHTS for Inhibitors of Glutaminase (GLS); Glutaminase kidney isoform, mitochondrial (Homo sapiens), O94925; GLS enzymatic activity, qHTS titration; Potency, µM (highest dose often 45.5 µM), for the others: at the top dose activity change, negative = inhibition, usual class: inhibitors; 410,000 compounds, 0.21% hits; AID 624170, 2012; note: potency is the fitted concentration of half-maximal effect
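hKGA; 45 mM KH2PO4 pH 8.2 + 0.02% Tween-20; cpd via pin tool; 1 mM Gln soln; GluOx/HRP/Amplex Red; RT 30 min; fluor. t0 & final.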
ALOX12 inh = Primary qHTS assay for inhibitors of human arachidonate 12S-lipoxygenase (ALOX12): Round 2; Potency, µM (series often up to 108 µM), for the others: at the top dose activity change, negative = inhibition, hits mostly inhibitors; purified 12hLO, xylenol orange hydroperoxide absorbance; Polyunsaturated fatty acid lipoxygenase ALOX12 (Homo sapiens), P18054; 580,000 compounds, 1.1% hits; AID 1671190, 2021; note: potency is the fitted concentration of half-maximal effect
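Purified human 12hLO (150 nM final) in 25 mM Hepes, 0.01% Triton X-100, pH 7.0 was preincubated 15 min at room temperature with compound. Then 40 uM arachidonic acid was added, 30 min. Hydroperoxide was read by Fe-XO absorbance ratio 573/405 nm.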
The depositor's hits bear a star; u = inconclusive; [ ] = remark or other dose. Unless noted, calls come from the whole dose curve; as a rule, active = well fitted inhibition curve with a large enough effect; inconclusive = small, poorly fitted or top-dose-only effect, or another doubt; inactive = no such curve, though single readings can be large or run the other way. Unless noted, % is set by controls: 0 for no effect and ±100 for the full control effect.

SMILES,GLS inh,ALOX12 inh,PI4K2A inh
CCOC(=O)C1(C)CCCN(C(=O)COc2ccccc2)C1 (centres undefined),-2.3%,u,-4.1
Cc1ccc(S(=O)(=O)NC(CC(=O)OCc2ccccc2)C(=O)OCc2ccccc2)cc1 (centres undefined),-0.7%,2.3%,6.5
CC(C)c1ccc(CC(=O)N2CCC2(C)C(=O)Nc2cccc(C#N)c2)cc1 (centres undefined),10.3%,-7.0%,-5.5
Cn1sc2ccccc2c1=O,-13.5%,-35.4%,-0.9
CC(C)NC(=O)C1(C)CCCN1Cc1ccccc1C#N (centres undefined),-0.8%,-10.9%,1.5
O=C1CCSC2=C1SCc1sccc12,38.8%[activator],u,4.1
CC(N)c1csc(Nc2ncccn2)n1 (centres undefined),16.0%,3.3%,-1.4
Cc1ccc(S(=O)(=O)N2C[C@H]3C(=O)C[C@@H](c4ccc(Cl)cc4)N(S(=O)(=O)c4ccc(C)cc4)[C@H]3C[C@H]2c2ccccc2)cc1,-2.0%,-7.6%,-2.7
COc1cccc(CNc2nc3cc(-c4cscc4C)sc3c(=O)n2C)c1,-4.5%,u,-3.8
CC(C)N1CCC(C)(C(=O)Nc2ccc(Cl)c(Cl)c2)C1 (centres undefined),u,6.0%,-1.6
COc1ccc(CC(=O)NNC(=S)NC(=O)c2cc(OC)c(OC)c(OC)c2)cc1,20.7%,u,-4.2
COc1ccc(C2=CCCCCC2)cc1OC,-3.1%,1.1%,4.5
COc1ccc(CN(C)C(=O)C(Cc2ccccc2)NC(=O)c2ccccc2)c(OC)c1OC (centres undefined),0.0%,2.1%,0.1
Cc1cc(C)cc(C(O)c2ncc(-c3ccc(Cl)cc3)[nH]2)c1 (centres undefined),5.5%,-4.0%,2.3
O=C(NCCc1ccccc1)C1Cc2c(-c3ccccc3Oc3ccccc3)ccnc2O1 (centres undefined),-4.7%,3.1%,-2.1
CSc1ccc(C(O)c2ncc(-c3ccc(F)cc3)[nH]2)cc1 (centres undefined),-6.4%,1.5%,0.8
COc1cc(OC)cc(C2=Cc3ccccc3C(CC(C)=O)N2c2ccc(C#CC3(N)CCCCC3)cc2)c1 (centres undefined),14.1%,0.0%,-3.8
COc1ccc(CC(=O)Nc2cc(F)ccc2F)cc1S(=O)(=O)N1CCOCC1,4.0%,6.0%,-2.1
Cc1cc(C)c(C#N)c(OCC2CCCO2)n1 (centres undefined),-9.6%,4.5%,-0.1
Cc1cscc1-c1cc2nc(NCCCN(C)C)n(C)c(=O)c2s1,0.1%,-15.1%,-4.5
COC(=O)CC1CC2(C(=O)OC)c3[nH]c4ccccc4c3CCN2C1=O (centres undefined),5.1%,7.4%,-3.2
CN(CCO)C(=O)c1nc[nH]c1C(=O)N(C)Cc1ccccc1,-1.2%,-19.2%,-0.7
Cc1ccccc1OCCOC(=O)c1cc(S(=O)(=O)N2CCOCC2)ccc1C,16.9%,-12.6%,-2.3
COc1ccccc1S(=O)(=O)N(C)C[C@@H]1Oc2cc(C#CCC(C)C)ccc2S(=O)(=O)N([C@H](C)CO)C[C@@H]1C,-0.6%,0.0%,-6.8
COc1ccc(CN2C(=O)C(CC(=O)NCc3cccc4ccccc34)CC(C(=O)N(C(C)C)C(C)C)=C2C)cc1 (centres undefined),-4.4%,2.7%,-4.3
Cc1ccc2c(=O)n3c(nc2c1)C(Cc1ccc(O)cc1)NC(=O)c1cccnc1-3 (centres undefined),25.1%,-2.7%,-3.6
Cc1ccccc1CN(C)C[C@@H]1OCc2cnnn2CCCC(=O)N([C@@H](C)CO)C[C@H]1C,-2.4%,1.1%,-4.4
Nc1ccn([C@@H]2O[C@H](C(=O)N[C@H](CO)Cc3ccccc3)[C@@H](O)[C@H]2O)c(=O)n1,8.9%,16.2%,1.1
CN1OC[C@@H]2CN(C(=O)C(C)(C)C)[C@H](c3cccc(Oc4ccccc4)c3)C[C@@H]21,-0.8%,-8.3%,-2.6
CC(C)c1ccc(CC(=O)N2CCC2(C)C(=O)NS(=O)(=O)c2cccc(C#N)c2)cc1 (centres undefined),2.3%,-28.4%,0.9
CCCCC1CC2=C(C(=O)OC(C)(C)O2)C(c2ccc(F)cc2)O1 (centres undefined),-8.6%,-8.9%,-0.5
CCOC(=O)C1=CCN(S(=O)(=O)c2ccccc2Br)C1c1ccc(C)cc1 (centres undefined),2.5%,10.6%,5.2
O=C(NCc1ccccc1C(F)(F)F)c1cccc2c1C(=O)c1ccc(N3CCC(N4CCCCC4)CC3)cc1S2(=O)=O,5.8%,u,-5.8
O=C1NC[C@@H](CCCCN2C[C@H](Cc3ccc(O)cc3)N(CCc3ccc(O)cc3)C(=O)C2=O)N(Cc2ccccc2)C1=O,0.8%,u,-0.3
O=[N+]([O-])c1cc2c(cc1Br)-c1ccccc1C2,0.3%,2.0%,-2.0
CCOC(=O)C=Cc1ccc(C(=O)OCC)[nH]1,-12.7%,u,-4.4
C=C1C(=O)[C@]23C[C@H]1CCC2[C@@]1(C)C(C[C@@H]3O)[C@](C)(C(=O)OC)CC[C@@H]1O (some centres undefined),0.2%,-2.1%,-1.3
Cc1noc(C)c1NC(=O)N(C)C[C@@H]1Oc2ncc(Br)cc2C(=O)N([C@@H](C)CO)C[C@@H]1C,11.3%,-12.0%,-3.9
CCCNC(=O)C1(C)CCN(C(=O)c2ccc3sccc3c2)C1 (centres undefined),10.8%,6.8%,-2.4
CN(Cc1cccc(F)c1)C(=O)C1CC(=O)N(Cc2ccco2)C1 (centres undefined),-5.6%,0.1%,-2.3
CN(c1ccccc1)S(=O)(=O)c1ccc(C(=O)N2CCN(c3ccccc3)CC2)cc1,-3.7%,1.7%,-0.6
CCOC(=O)[C@]12CCC=C1N(Cc1ccc3c(c1)OCO3)C(=O)[C@H](CC(=O)NCc1cccc3ccccc13)C2,2.1%,5.9%,3.5
CC(C)Nc1nc(NCCO)nc2ccccc12,-6.2%,u,1.4
CCCC(=O)N1CCCC1(C)C(=O)Nc1ccc2nc(C)ccc2c1 (centres undefined),-2.6%,-19.5%,2.3
COC(=O)C[C@H]1C[C@H]2c3cc(NC(=O)Cc4ccncc4)ccc3O[C@H]2[C@@H](CO)O1,-8.5%,2.1%,-0.8
CN(C)c1cc(C(=O)N(C)c2ccccc2)ncn1,-0.4%,-3.0%,-2.2
O=C1NC(Cc2ccc(O)cc2)c2nc3ccc(F)cc3c(=O)n2-c2cc3ccccc3cc21 (centres undefined),7.0%,u,6.0
CCc1nc2ccc(C(=O)N3CCN(C(=O)c4ccco4)CC3)cn2c1N(C)Cc1nccn1C,16.1%,23.3%,-2.8
Cc1cnc2c(N)cc(C)c(C)c2c1,-2.4%,0.1%,2.8
Cc1cccc(C)c1-n1nnnc1C(CCc1ccccc1)N1CCN(C/C=C/c2ccccc2)CC1 (centres undefined),-3.1%,u,-1.0
O=C(O)c1ccc(CN2C[C@@H](CO)O[C@@H](n3cnc4c(Nc5ccccc5)ncnc43)C2)cc1,2.0%,0.8%,-1.2
CN(C)c1ccc(-c2ccnc3c2CC(C)(C(=O)Nc2ccc4c(c2)OCO4)O3)cc1 (centres undefined),1.9%,-1.0%,-3.4
CCCC(=O)N1CCCC1(C)C(=O)Nc1ccc(OC(F)F)cc1 (centres undefined),3.1%,-3.0%,0.1
C[C@@H]1CCCCO[C@H](CN(C)C(=O)NC2CCCCC2)[C@@H](C)CN([C@H](C)CO)C(=O)c2cc(NC(=O)c3ccccc3)ccc2O1,0.9%,u,2.2
O=C(Cc1ccccc1)CC(CC(=O)c1ccccc1)c1ccccc1 (centres undefined),-0.1%,-1.2%,0.0
CCN(C(=O)CN1C(=O)S/C(=C\c2ccccc2Cl)C1=O)C1CCS(=O)(=O)C1 (centres undefined),0.2%,u,1.9
Cc1cc(C)c2nc3sc(=Cc4ccc(-c5ccccc5C(=O)O)o4)c(=O)n3c2c1,12.6µM*,-104.9%,-9.8
CC(C)N(C)c1ncnc2c1ncn2[C@H]1CN(CCN2CCOCC2)C[C@@H](CO)O1,-2.9%,-3.3%,2.0
COc1ccc(C(C)=O)cc1CC1(C)C(=O)Nc2ccc(-c3cccc(C(F)(F)F)c3)cc21 (centres undefined),0.4%,u,1.8
COc1ccc(NC(=O)C[C@H]2C(=O)N(Cc3ccccc3)C[C@@H]2CSC)cc1,-0.8%,-6.0%,-0.8

Further entries follow.
SMILES,GLS inh,ALOX12 inh,PI4K2A inh
Nc1nc(N)c2cc(S(=O)(=O)c3cccc(C(F)(F)F)c3)ccc2n1,-19.9%,-12.7%,0.0
CCCCn1nnnc1C1(C)CCC(=O)N1CCOc1ccccc1 (centres undefined),-2.3%,-25.0%,-0.4
Cc1ccc(Cc2c(-c3ccc(C)cc3)nc3cc(C)ccn23)cc1,2.3%,u,-10.3
O=C(Nc1cccc(Cl)c1)Nc1nnc([C@@H]2C[C@H](O)[C@@H](CO)O2)s1,2.1%,7.3%,-11.9
CC1CCCCN1C(=S)Nc1ccc(S(=O)(=O)N2CCCCC2)cc1 (centres undefined),7.4%,-2.5%,6.5
CN(Cc1ccccc1)C(=O)c1csc([C@@H]2O[C@H](CO)[C@@H](O)[C@H]2O)n1,1.0%,-11.6%,7.5
COC(=O)N1CCCCC1c1cc(C(=O)Nc2ccc3c(c2)OCO3)no1 (centres undefined),7.9%,20.9%,1.9
CCCCN1C(=O)C(CC(=O)NCc2cccc3ccccc23)CC(C(=O)N2CCCCCC2)=C1C (centres undefined),-18.8%,-27.8%,1.0
COc1ccc(C(=O)N2CCCC(c3cc(C(=O)NCc4ccccc4)no3)C2)cc1 (centres undefined),0.0%,-1.6%,-1.9
CCCCN(CCCC)Cc1cc(=O)oc2ccc3ccccc3c12,4.1%,35.5µM*,-2.8
CS(=O)(=O)N1CCCCC1c1cc(C(=O)Nc2cccc(C#N)c2)no1 (centres undefined),-13.2%,5.3%,0.4
CCCCCN(C(=O)CCC(=O)OCC(=O)NCCc1ccccc1)c1c(N)n(CCCC)c(=O)[nH]c1=O,-3.3%,1.7%,3.0
CCc1nc2c(OCc3ccc4c(c3)OCO4)cccn2c1N(C=O)Cc1ccccc1,0.0%,u,-6.4
CC1(C(=O)NS(=O)(=O)c2ccc(Cl)cc2)CCN1C(=O)C1CCCCC1 (centres undefined),9.4%,-8.6%,-4.2
CC(=O)Nc1cc(-c2cccc(C(=O)NCCN(C)C)c2)cn2c(-c3ccccc3)cnc12,-4.5%,-2.3%,0.1
Cc1ccc(NS(=O)(=O)c2ccc(C)c(NC(=O)c3ccc(S(=O)(=O)N4CCCCCC4)cc3)c2)c(C)c1,-0.3%,-1.0%,0.9
Cc1ccccc1-c1nc(NCCN(C)C)nc2ccsc12,0.5%,25.7%,-4.1
Cc1ccc(Cc2c(C3CCCCC3)nc3ccc(C)cn23)cc1,-10.3%,u,-1.9
CCOC(=O)[C@]12CCC=C1N(Cc1ccco1)C(=O)[C@H](CC(=O)NCCCOC)C2,-0.1%,u,0.7
CC(C)C[C@@H]1COc2cc(N3CCC[C@@H]3CO)ccc2S(=O)(=O)N1,12.3%,5.4%,-0.6

As a working copy, 2 of the compounds above:
SMILES,GLS inh,ALOX12 inh,PI4K2A inh
CCOC(=O)C1(C)CCCN(C(=O)COc2ccccc2)C1 (centres undefined),-2.3%,u,-4.1
Cc1ccc(S(=O)(=O)NC(CC(=O)OCc2ccccc2)C(=O)OCc2ccccc2)cc1 (centres undefined),-0.7%,2.3%,6.5

(list continues)
SMILES,GLS inh,ALOX12 inh,PI4K2A inh
COCCCn1cc(CN2CC(N3CCCCC3)CS2(=O)=O)nn1 (centres undefined),-12.6%,0.0%,-4.3
CC1(C(=O)NS(=O)(=O)c2cccc(F)c2)CCN1C(=O)Cc1ccccc1Cl (centres undefined),-14.3%,-3.6%,-0.5
CCc1nc2ccc(C(=O)Nc3ccc(Cl)c(Cl)c3)cn2c1N(C)Cc1ccc(OC)cc1,2.8%,0.3%,1.9
CNc1cncc(-c2ccc(OCCCN(C)C)nc2)n1,11.7%,-49.8%,-2.1

Some of the compounds tested; count on the stated rates, not on these rows.
